INS-1E GSIS act: GLuc luminescence reporter in INS-1E cells, primary screen for activators of glucose-dependent secretion of insulin; INS-1E GLuc reporter insulin secretion, 2-3 h; activation, % at 16.6 µM; 0.61% of 370,000 active; AID 743287, 2014;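 active = lowest replicate activation of at least 40%, so every replicate reaches that level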;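 also: 0% = median of neutral control wells and 100% = median of IBMX positive control wells; some compounds called inactive have numbers as strong as hits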
CFTR F508del cor: F508del CFTR correction, initial screen, CFBE line, single point. CFBE cells, YFP halide quenching; stimulated with forskolin plus potentiator P3; % fluorescence drop versus neutral controls. activity (quench increase), % at 7.58 µM. 0.36% of 350,000 active;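 active = mean added fluorescence quench of at least 8% versus neutral control, with both replicates also reaching 8%; inconclusive = only one of the mean or replicate conditions met; inactive = mean below 8% and not both replicates reaching 8%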;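 also: cells transiently co-express mutant CFTR-F508del with the halide-sensitive YFP; corrector assay measuring rescue of mutant channel to the surface after 24 h compound exposure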
Xi reactivation: activators of inactive X chromosome reactivation, primary screen, imaging, XiGFP fibroblasts, GFP high-content imaging, set 2; XiGFP mouse fibroblasts, % GFP-positive cells imaging, 3 d; cells co-treated with 5-aza-dC sensitizer; scaled so ellipticine positive control = 100%; activation, % at 7.58 µM; 0.055% of 360,000 active;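 active = mean normalized replicate activation at least 10% and every replicate at or above 10%; inconclusive = only one of the two criteria met; inactive = mean below 10% and not all replicates reach 10%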;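 also: 0% = median of on-plate neutral control wells and 100% = ellipticine 6 µM median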
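System: 68-5-11 XiGFP fibroblast line | Buffer or medium: DMEM containing 5-aza-dC | Compound: Single point | Times: Compounds 3 days, fix/stain 15 min at room temperature | Benchmarks: Positive control ellipticine, 6 µM final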
DENV2 CPE: inhibitors of DENV2 cytopathic effect, primary screen, cell-based, plate reader, single concentration | 1.7% of 350,000 active | DENV2-infected cells, cytopathic effect rescue | CPE inhibition, % at 9.99 µM; in the data active = CPE inhibition above about 20%, passing the limit was not always enough; inconclusive = no clear call, values can overlap the other calls; tested in BHK-21 cells;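 also: 0% = median of neutral control wells and 100% = median of positive control wells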
ARNT-TACC3 inh: disruptors of ARNT/TACC3 protein interaction, primary screen, biochemical, AlphaScreen, single concentration | Transforming acidic coiled-coil-containing protein 3 (Homo sapiens), Q9Y6A5 | 0.66% of 390,000 active | AID 623870, 2012 | AlphaScreen His-ARNT PAS-B/GST-TACC3 binding, luminescence; TACC3 fragment carries E629A point mutation | inhibition, % at 9.99 µM;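 active = mean inhibition of replicates at least 50% and at least half of replicates each reaching 50%; inconclusive = half or more replicates reach 50% but mean below 50%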;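 also: 0% = complete ARNT plus TACC3 wells and 100% = ARNT alone without TACC3; many hits fall short of the cut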
PAX8 inh HTS: inhibitors of PAX8-driven TPO luciferase reporter, primary screen, RMG-I cells, single concentration. SteadyGlo, 24 h. inhibition, % at 12.6 µM. 1.2% of 360,000 active. AID 652154, 2013;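 active = mean replicate inhibition at least 60% with every replicate also reaching 60%; inconclusive = only one of the two criteria is met; inactive = mean below 60% and not all replicates reaching 60%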;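 also: luciferase light reporting Pax8 driven TPO promoter activity; plate controls were median of neutral control wells for no effect and mitoxantrone controls for full effect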
EWS-Fli block: EWS/Fli-driven NR0B1 reporter inhibitors, primary screen, A673 cells, NR0B1 luciferase, luminescence, MLPCN library; viability-normalised; AID 651661, 2012; inhibition, % at 12.6 µM; 0.67% of 350,000 active;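 active = mean inhibition of at least 50% after viability correction, with every replicate also passing that limit; inconclusive = mean reaches 50% but only one of two replicates passes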;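 also: firefly luciferase signal divided by Alamar Blue viability fluorescence both relative to DMSO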
ERp5 inh: inhibitors of ERp5-driven insulin aggregation, primary screen, biochemical, turbidity, absorbance 650 nm, single point | 90 min | Protein disulfide-isomerase A6 (Homo sapiens), Q15084 | AID 651711, 2012 | inhibition, % at 9.99 µM | 0.05% of 350,000 active;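 active = mean replicate inhibition above about 25%, with every replicate also reaching it, limit read from the data, passing the limit was not always enough; inconclusive = only one of those two criteria met; inactive = neither criterion met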
Target sequence (Q15084 whole entry, looked up): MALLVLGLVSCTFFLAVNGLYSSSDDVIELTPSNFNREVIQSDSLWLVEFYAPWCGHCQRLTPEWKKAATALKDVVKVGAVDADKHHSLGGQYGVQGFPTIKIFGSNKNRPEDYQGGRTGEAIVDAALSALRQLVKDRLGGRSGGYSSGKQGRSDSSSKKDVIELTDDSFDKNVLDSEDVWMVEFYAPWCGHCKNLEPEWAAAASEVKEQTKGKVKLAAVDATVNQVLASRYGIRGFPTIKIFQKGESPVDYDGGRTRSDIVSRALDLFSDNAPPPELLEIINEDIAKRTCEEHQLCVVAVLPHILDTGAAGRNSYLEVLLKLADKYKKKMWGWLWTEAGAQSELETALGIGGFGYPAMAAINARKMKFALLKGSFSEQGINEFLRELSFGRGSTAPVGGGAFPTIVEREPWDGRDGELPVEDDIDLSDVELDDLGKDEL
* = called active by the depositor; ? = inconclusive; / = not tested or not shown.

SMILES	INS-1E GSIS act	CFTR F508del cor	Xi reactivation	DENV2 CPE	ARNT-TACC3 inh	PAX8 inh HTS	EWS-Fli block	ERp5 inh
CN(C)c1ccc2c(c1)[C@@H]1C[C@@H](CC(=O)NCc3ccc(Oc4ccccc4)cc3)O[C@H](CO)[C@@H]1O2	-4	17*	0.0	-3	28	52	52*	-4
Cc1cc(C(=O)Nc2cccc3c2O[C@H](CN(C)Cc2ccc(C(=O)O)cc2)[C@H](C)CN([C@H](C)CO)C3=O)n(C)n1	4	0.3	-1.2	46*	-7	2	/	-1
Cc1c(N(C)S(=O)(=O)c2cccc(C(=O)NCC3CCCO3)c2)c(=O)n(-c2ccccc2)n1C (configuration not stated)	5	1.6	0.2	-3	-4	-5	3	-7
CN(C)C(=O)COC(=O)c1cccnc1Nc1ccccc1F	80*	/	1.3	-2	-5	-11	8	-2
CCOC(=O)C1=C(C)N(C)C(C)=C(C(=O)OCC)C1c1ccsc1	4	-2.2	0.2	-1	-1	9	4	2
CO[C@H]1CN(C)C(=O)c2ccc(NC(=O)CC(F)(F)F)cc2OC[C@@H](C)N(C(=O)c2ccccc2F)C[C@@H]1C	0	2.2	0.0	-8	/	-20	9	1
COc1ccc(CCn2cnn3c(=O)c4ccccc4nc3c2=O)cc1OC	/	-2.4	0.1	15	/	2	-4	3
O=C(CSc1n[nH]c(-c2ccccc2)n1)N1CCOCC1	7	0.2	0.1	-2	-1	-40	-29	3
CC(NC(=O)c1cc(-c2ccncc2)nc2ccc(Cl)cc12)C1CCCO1 (configuration not stated)	9	-0.5	0.0	1	-12	5	11	-3
S=C(N/N=C/c1ccc2c(c1)OCO2)NC1CC2CCC1C2 (configuration not stated)	-15	-5.7	0.0	-12	11	-36	15	-2
CC1CCCN(C2(O)C(=O)Nc3c(C(F)(F)F)cccc32)C1 (configuration not stated)	-29	-1.1	0.0	6	0	-20	2	0
Cc1noc(C)c1S(=O)(=O)Nc1ccc2c(c1)C(=O)N([C@@H](C)CO)C[C@H](C)[C@H](CN(C)Cc1ccc(C(=O)O)cc1)O2	17	1.9	0.1	2	3	/	0	-4
COc1ccc(OC)c(NC(=O)CCCNC(=O)c2ccc(Cl)cc2)c1	-23	2.9	0.0	1	-4	-5	7	1
COc1ccc(CNC(=O)CN(c2ccc(C)cc2)S(=O)(=O)c2c(C)nn(C)c2C)cc1	6	-1.4	0.2	1	1	9	-6	18
O=C(NCC1CCCO1)C(=O)N/N=C/c1cc(Cl)ccc1O (configuration not stated)	-5	2.4	0.3	0	46*	25	6	-3
CCN(CC(=O)N1CCCCCC1)S(=O)(=O)c1ccc(C)cc1	-10	0.0	0.5	-5	4	23	4	3
C[C@@H]1CN([C@@H](C)CO)C(=O)c2cc(NC(=O)CCC(F)(F)F)ccc2O[C@H]1CN(C)C(=O)Nc1ccc(F)cc1	1	-0.3	-0.9	17	-5	11	-11	-3
C[C@H](NC(=O)C[C@@H]1CC[C@H](NC(=O)Cc2ccccn2)[C@@H](CO)O1)c1ccccc1	4	2.2	?	0	-9	28	4	0
CC(=O)Nc1ccc(SCC(=O)N(C)CC(=O)Nc2ccccc2Cl)cc1	/	/	0.0	9	-6	-4	1	-1
Cc1ccccc1C(=O)N1CCC(C(=O)Nc2ccc(C)c(S(=O)(=O)N3CCCCC3)c2)CC1	-18	2.7	0.0	8	6	42	22	1
CO[C@H]1CN(C)C(=O)c2ccc(NC(C)=O)cc2OC[C@H](C)N(S(C)(=O)=O)C[C@@H]1C	5	/	0.5	/	-2	-19	-1	-3
Cc1sc2ncnc(N3CCC(C(=O)Nc4cc(C(F)(F)F)ccc4OCC(F)(F)F)CC3)c2c1C	-6	-3.0	0.1	7	-1	37	15	/
C[C@@H]1CCCCO[C@@H](CN(C)C(=O)Nc2ccc(F)cc2)[C@H](C)CN([C@@H](C)CO)C(=O)c2cc(N(C)C)ccc2O1	-8	-1.9	0.0	/	/	12	7	/
O=C(O)c1ccc(N=Nc2c(-c3ccccc3)[nH]oc2=O)cc1	30	-2.2	0.4	18	-18	-17	-44	0
CC(CN1CCOCC1)OC(=O)c1ccccc1 (configuration not stated)	/	1.0	0.0	-1	-14	2	-3	0

The listing continues:
SMILES	INS-1E GSIS act	CFTR F508del cor	Xi reactivation	DENV2 CPE	ARNT-TACC3 inh	PAX8 inh HTS	EWS-Fli block	ERp5 inh
Nc1nc2c(ncn2[C@@H]2O[C@H](CNCc3cnc(N4CCOCC4)s3)[C@@H](O)[C@H]2O)c(=O)[nH]1	-3	-2.8	-0.1	11	/	-2	7	0
COc1ccc(NC(=O)Nc2ccc3c(c2)C(=O)N([C@H](C)CO)C[C@H](C)[C@@H](CN(C)Cc2ccc4c(c2)OCO4)OCCCC[C@H](C)O3)cc1	-14	0.7	0.1	3	13	-7	7	-2
Cc1ccc(-n2nc(C)c3c(C)c(CCC(=O)O)c(C)nc32)cc1C	1	1.5	0.0	-4	0	-5	28	3
CC(C)C[C@H](NC(=O)OC(C)(C)C)C(=O)N1CCC(C(=O)N[C@@H](Cc2c[nH]c3ccccc23)C(=O)O)CC1	-12	3.0	0.0	3	7	2	18	-9
Cc1cnc(C(=O)OCC(=O)Nc2cc(Cl)ccc2C#N)cn1	9	-0.6	0.0	-11	2	25	32	5
Cc1cccc(C)c1NC(=S)N(CCCN1CCCCC1)Cc1ccco1	29	-4.8	0.0	13	-2	1	4	6
Cc1noc(C)c1NC(=O)NCC[C@H]1CC[C@@H](NC(=O)Cc2cccnc2)[C@@H](CO)O1	15	-0.8	0.0	?	-10	-7	8	1
Cc1cccc(OCc2nnc(SCC(=O)NCc3ccc4c(c3)OCO4)o2)c1	-39	1.2	-0.1	6	/	-3	-7	2
C[C@H]1CN([C@@H](C)CO)C(=O)c2ccccc2-c2ccccc2CO[C@H]1CN(C)Cc1cccnc1	11	1.2	0.3	-3	9	-3	-9	3
COC(=O)c1ccc(-c2noc(CN3CCCC(CNC(C)=O)C3)n2)cc1 (configuration not stated)	-8	-3.7	0.0	1	-7	-13	3	0
C[C@H](CO)N1C[C@H](C)[C@@H](CN(C)Cc2ccc(-c3ccccc3)cc2)Oc2c(NC(=O)NC3CCCCC3)cccc2C1=O	-14	-0.8	-1.2	13	1	/	1	-2
COc1ccc(N2CC(C)(C)[C@H](CC(=O)Nc3ccc(Br)cc3)C2=O)cc1	-22	-0.3	/	6	/	31	6	3
COc1ccc(NC(=O)N(C)C[C@H]2OCCCC[C@@H](C)Oc3ccc(NS(=O)(=O)c4cn(C)cn4)cc3C(=O)N([C@H](C)CO)C[C@H]2C)cc1	8	0.3	0.1	-5	-7	2	-19	4
CN1CCC(N(C)C(=O)NC2CCCCC2)CC1	7	0.3	0.1	3	-3	0	5	-6
COc1cccc(NC(=O)N2C[C@H](O)COC[C@@H]3O[C@@H](CC(=O)NC4CCC4)CC[C@H]32)c1	12	1.8	0.1	5	-3	0	4	0
Cc1ccccc1-c1csc(C(C)(O)c2cccnc2)n1 (configuration not stated)	-7	-0.1	0.0	-10	/	-2	4	0
O=C(NCc1ccccc1CN1CCCC1)C1CCN(S(=O)(=O)c2ccc(F)c(F)c2)CC1	/	1.9	0.9	-11	-2	7	5	0
COC(=O)Cn1c(=NC(=O)c2sc3ccccc3c2Cl)sc2cc(S(N)(=O)=O)ccc21	3	0.4	0.2	10	-2	34	-4	2
C[C@H]1CCCCO[C@H](CN(C)C(=O)NC2CCCCC2)[C@@H](C)CN([C@@H](C)CO)C(=O)c2cc(NC(=O)Nc3ccc(F)cc3)ccc2O1	-9	-0.8	0.1	32*	/	8	37	3
O=C(NCC[C@@H]1CC[C@@H](NC(=O)C2CCCCC2)[C@@H](CO)O1)Nc1ccc(Cl)cc1	-20	0.5	4.1	?	-1	-42	-43	2
NS(=O)(=O)c1cccc(NC(=O)COC(=O)Cc2ccc(S(=O)(=O)N3CCOCC3)s2)c1	15	0.8	140*	3	-3	6	-2	5
CCc1ccc(NC(=O)c2cc(C)on2)cc1	3	0.5	/	/	-7	/	-35	-2
O=C(NCC1CCCCC1)[C@@H]1[C@@H](CO)[C@@H]2Cn3c(ccc(-c4cncnc4)c3=O)[C@H]1N2	0	/	0.0	-5	-1	3	-6	-1
CSc1ncccc1C(=O)OCC(=O)c1cccc(Br)c1	8	3.1	0.1	0	-4	-3	0	3
CCOC(=O)N1CCN(C(c2cc3ccccc3o2)c2nnnn2C(C)(C)C)CC1 (configuration not stated)	-3	0.2	0.0	-5	/	-10	-2	3

Next section.
SMILES	INS-1E GSIS act	CFTR F508del cor	Xi reactivation	DENV2 CPE	ARNT-TACC3 inh	PAX8 inh HTS	EWS-Fli block	ERp5 inh
Cc1ccc(S(=O)(=O)Nc2ccc3c(c2)C(=O)N([C@H](C)CO)C[C@H](C)[C@H](CN(C)Cc2ccc4c(c2)OCO4)O3)cc1	-18	1.5	-0.9	3	-12	8	1	0
COCCCNC(=O)/C(C#N)=C/c1c(N2CCN(c3cccc(Cl)c3)CC2)nc2c(C)cccn2c1=O	3	-1.7	0.0	-4	9	9	14	2
Cc1occc1C(=O)Nc1cccc(S(=O)(=O)N2CCOCC2)c1	19	0.1	2.9	-11	/	6	7	7
COc1ccccc1NC(=O)C(=O)NCCC1CCCCN1S(=O)(=O)c1ccc(F)cc1 (configuration not stated)	-28	-1.0	-0.2	5	3	-10	-12	-8
O=C(NCc1ccccc1Cl)c1cc(C(=O)C2CC2)c[nH]1	5	-1.0	0.0	3	-2	4	15	-2
Oc1c(Cl)cc(Cl)cc1CNc1ccccn1	21	2.7	0.2	1	3	19	7	1
O=C1CCc2cc(S(=O)(=O)Nc3cccc(F)c3)cc3c2N1CC3	19	1.0	0.2	?	21	-8	15	0
O=C(O)CCCc1ccc2ccc3cccc4ccc1c2c34	-19	0.8	0.0	-4	10	-10	-3	2
O=[N+]([O-])c1cc(Cl)ccc1Oc1ccc(-c2nnco2)cc1	-1	/	0.1	-3	14	-3	7	-13
O=C(c1ccncc1)N1CCN(S(=O)(=O)c2ccc(F)cc2)CC1	15	-1.9	-0.1	2	-8	5	-3	-1
CC(C)N1CCC(NC(=O)Nc2ccccc2)CC1	3	1.1	0.2	3	-20	3	19	0
CCS(=O)(=O)NCC(c1ccco1)N1CCN(c2ccc(F)cc2)CC1 (configuration not stated)	-1	/	-0.1	/	-6	13	/	/
CCOc1ccc(C(=O)NCC(=O)OCC(=O)N(C)CC(=O)Nc2ccccc2CC)cc1OCC	39	-3.3	0.2	2	27	23	3	-2
Cn1ccc2c(-c3ccc(CO)cc3)cc3c(c21)C1CCC3O1 (configuration not stated)	15	-0.5	0.0	-2	/	2	7	1

Screening data as filed in PubChem.
